Mtb BioA inh = inhibitors of Mycobacterium tuberculosis BioA enzyme; purified M. tuberculosis BioA enzyme, plate reader; inhibition, % at 9.99 µM; 0.096% of 360,000 active; in the data active means inhibition above about 40%
PriA SSB inh = K. pneumoniae PriA-SSBct interaction inhibition. AlphaScreen SSBct-PriA binding, biotinylated peptide. inhibition, % at 33 µM. 0.6% of 430,000 active; in the data active means inhibition mostly above about 37%, no sharp cut-off; inactive means mostly below about 20%;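 further: plate controls were negative control peptide for no effect and reference peptide for full effect; strong numbers were not always called active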
Mtb UGM inh = Mtb UDP-galactopyranose mutase inhibition; 0.06% of 320,000 active; inhibition, % at 10 µM; purified UGM, fluorescence polarization probe displacement; AID 504406; in the data active means inhibition above about 10%, passing the limit was not always enough
Mtb FBA inh = inhibitors of M. tuberculosis fructose-bisphosphate aldolase | P9WQA3 | purified M. tuberculosis FBA, fluorescence read-out | inhibition, % at 1 µM | 2.3% of 360,000 active | AID 588726; in the data active means inhibition above about 27%;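 further: 0% = vehicle and 100% = reference inhibitor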
Target sequence (P9WQA3 whole entry, looked up): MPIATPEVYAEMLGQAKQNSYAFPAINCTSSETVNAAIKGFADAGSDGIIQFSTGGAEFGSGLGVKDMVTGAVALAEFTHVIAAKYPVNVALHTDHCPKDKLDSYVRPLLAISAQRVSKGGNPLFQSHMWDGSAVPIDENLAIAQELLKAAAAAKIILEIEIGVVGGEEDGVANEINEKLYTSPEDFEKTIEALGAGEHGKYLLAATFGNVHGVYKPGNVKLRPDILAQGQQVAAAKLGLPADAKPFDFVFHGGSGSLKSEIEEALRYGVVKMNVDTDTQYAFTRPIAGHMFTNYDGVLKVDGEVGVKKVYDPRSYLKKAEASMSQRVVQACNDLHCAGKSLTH
VHR inh abs = inhibitors of human VHR1 phosphatase (DUSP3); P51452; 0.52% of 290,000 active; inhibition, % at 13.3 µM; recombinant VHR phosphatase, pNPP absorbance; in the data active means inhibition above about 50%; further: some compounds called inactive have numbers as strong as hits
Target sequence (P51452 whole entry, looked up): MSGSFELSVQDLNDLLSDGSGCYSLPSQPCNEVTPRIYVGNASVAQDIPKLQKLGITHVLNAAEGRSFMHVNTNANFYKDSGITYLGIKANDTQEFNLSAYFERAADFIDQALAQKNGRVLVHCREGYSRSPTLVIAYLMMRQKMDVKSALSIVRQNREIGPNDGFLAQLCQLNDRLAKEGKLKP
GDH-TPI inh = GDH-TPI coupled enzyme inhibition counter-screen; GDH-TPI coupled enzyme counterscreen, NADH absorbance; inhibition, % at 4.8 µM; 1.2% of 360,000 active; in the data active means inhibition above about 30%;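 further: 0% = DMSO wells and 100% = wells lacking the enzyme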
Vc quorum ag = induces V. cholerae light production without autoinducers. V. cholerae BH1578 lux reporter, luminescence, 6 h. activation, % at 18.7 µM. 0.16% of 350,000 active; in the data active means activation mostly above about 9.7%, no sharp cut-off; further: not every result past the cut was called active; inactives centre near 0; reference of the scale not given here
MazF activator = activators of E. coli MazEF toxin-antitoxin RNase; 0.32% of 350,000 active; P0AE70; FAM/BHQ RNA-DNA oligo cleavage fluorescence, 5 h; activation, % at 20 µM; in the data active means activation above about 50%
Rv3671c inh = Rv3671c (M. tuberculosis) protease inhibition; P9WHR9; inhibition, % at 5.96 µM; 0.048% of 320,000 active; AID 2606; in the data active means inhibition above about 38%;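 further: extracellular domain of Rv3671c used as enzyme; 0% = enzyme with DMSO and 100% = no enzyme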
Target sequence (P9WHR9 whole entry, looked up, the tested form may be a part): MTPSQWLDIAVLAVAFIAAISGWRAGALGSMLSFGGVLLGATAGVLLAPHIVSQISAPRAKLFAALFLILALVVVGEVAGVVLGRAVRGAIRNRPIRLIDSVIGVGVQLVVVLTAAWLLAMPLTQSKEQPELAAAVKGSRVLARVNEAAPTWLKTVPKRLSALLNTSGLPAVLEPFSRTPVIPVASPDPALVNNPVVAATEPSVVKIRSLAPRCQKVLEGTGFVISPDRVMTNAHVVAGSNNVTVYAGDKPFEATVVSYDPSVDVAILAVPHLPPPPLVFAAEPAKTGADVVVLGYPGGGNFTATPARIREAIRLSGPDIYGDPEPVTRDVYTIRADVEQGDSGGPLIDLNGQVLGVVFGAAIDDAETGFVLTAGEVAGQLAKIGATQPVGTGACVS
3CLpro inhibitor = SARS-CoV 3CLpro protease inhibition. P0C6X7. recombinant SARS-CoV 3CLpro, quenched FRET peptide cleavage. inhibition, % at 6 µM. 0.14% of 290,000 active. AID 1706; in the data active means inhibition above about 12%
* hit, by the source's call; i = inactive; nt = no result given; & = joins results of further samples.

SMILES	Mtb BioA inh	PriA SSB inh	Mtb UGM inh	Mtb FBA inh	VHR inh abs	GDH-TPI inh	Vc quorum ag	MazF activator	Rv3671c inh	3CLpro inhibitor
Cc1ccc(S(=O)(=O)Nc2ccc3c(c2)CCC3)cc1	0.4	-28	nt	-1	8	-9	-0.2	4	-11	3
COC(=O)COc1ccc(S(=O)(=O)NCc2cccnc2)cc1C	4.2	-9	0.9	-1	6	-6	0.1	12	0	-3
COc1cccc(-n2nc3c(-n4ncc(C#N)c4N)nnc(C)c3c2C)c1	nt	-7	2.2	1	4	10	-0.7	5	-3	1
NC(Cc1ccc(F)cc1)c1csc(Nc2cc(Oc3ccccc3)ncn2)n1 (centres undefined)	-1.3	nt	nt	1	nt	9	-0.4	nt	nt	nt
Cc1cccc(C)c1NC(=O)COC(=O)CCc1ccc(S(=O)(=O)N2CCCCC2)cc1	nt	-5	4.2	0	3	-3	-0.2	-9	-4	2
S=c1[nH]ncn1NCc1ccc(Cl)cc1Cl	nt	0	1.3	2	4	6	i	-3	4	-5
O=C(CNc1cccc2ccccc12)N/N=C/C=C/c1ccco1	nt	nt	2.3	6	-3	24	-0.3	10	1	0
O=C(Nc1ccc(Br)cn1)c1ccc([N+](=O)[O-])cc1Cl	nt	22	3.3	0	36	3	-0.2	-1	4	1
COCC1CCN(C(=O)c2cc(COc3ccc(F)cc3Cl)on2)C1 (centres undefined)	nt	nt	nt	0	nt	3	i	6	nt	nt
COC(=O)c1cc([N+](=O)[O-])c(-n2cncn2)c([N+](=O)[O-])c1	nt	-9	nt	-14	17	3	-0.1	3	nt	2
COc1ccc([C@H]2N[C@]3(CCCN(Cc4ccc(C)cc4)C3=O)[C@H]3C(=O)N(Cc4ccccc4)C(=O)[C@@H]23)cc1	0.2	nt	nt	1	nt	6	i	8	nt	nt
CCNS(=O)(=O)c1ccc(CCC(=O)N2CCN(c3ccccc3F)CC2)cc1	0.3	-4	-0.5	-2	11	-1	i	3	0	3
O=C(NC1(C(F)(F)F)C(=O)Nc2c1c(=O)[nH]c(=O)n2Cc1ccco1)C1CC1 (centres undefined)	-2.8	-14	1.5	0	3	12	i	-8	-6	0
COc1ccccc1CNC(=O)CCCN1C(=O)NC2(CCCC2)C1=O	-1.8	1	nt	-1	nt	-3	5.0	-1	nt	nt
COc1ccc(C2C(C(=O)N3CCOCC3)c3ccccc3C(=O)N2c2ccc(OC)cc2)cc1 (centres undefined)	-0.6	-17	3.9	2	20	-1	i	3	-3	-2
Cc1csc(CNC(=O)C2CCC(=O)N(CCc3cccc(F)c3)C2)n1 (centres undefined)	-0.6	-4	-0.1	-3	-11	-1	i	4	2	1
Cc1ccc(NC(=O)NNC(=O)c2ccc3c(c2)NC(=O)C(C)(C)O3)cc1	-0.3	0	-0.6	1	-25	9	-1.5	16	6	-7
CC1Cc2cc(S(=O)(=O)NCCC(=O)N(C)Cc3ccccc3)ccc2N1C(=O)C1CC1 (centres undefined)	-1.4	-1	0.1	-1	-2	-5	-11	11	4	-4
CS(=O)(=O)Nc1ccc(C(=O)CC(=O)Nc2ccc([N+](=O)[O-])cc2)cc1	-0.3	5	1.0	1	19	77*	i	13	-35	-1
C[C@@H]1CN(S(=O)(=O)c2ccc3c(c2)OCCO3)CCN1S(=O)(=O)c1c(F)cccc1F	-2.9	-6	1.9	5	nt	6	-0.7	6	-4	nt
COC(=O)/C(=N\OCc1ccc(C#N)cc1)c1c(C)nn(C)c1C	-0.8	nt	3.9	1	7	5	i	-1	1	3
Cc1ccc(C(=O)O)cc1NS(=O)(=O)c1ccc2ccccc2c1	-1.4	0	1.4	2	-3	-7	i	-3	-3	7
Cc1ccsc1C(=O)NNC(=O)c1csc(N2CCOCC2)n1	0.0	-4	-0.9	1	nt	6	i	7	11	nt
Cc1cc(NC(=O)CCS(=O)(=O)c2nc(-c3ccccc3)cc(C(F)(F)F)n2)no1	10.0	-9	1.4	-3	-5	2	-0.4	10	0	nt
O=C(Nc1ccc(N2CCOCC2)cc1)c1ccc2nc(-c3ccco3)c(-c3ccco3)nc2c1	-1.1	6	nt	-1	7	19	-2.2	9	-14	0
CCSc1nc(N2CCOCC2)c2ccccc2n1	1.0	-22	1.4	0	13	6	-1.2	-6	6	-1
COC(=O)c1ccc(NC(=O)CN(C)Cc2cccc(F)c2)cc1	nt	1	-0.3	-3	4	0	-0.3	-7	-2	1
CCN(CC(=O)NCC(=O)Nc1ccc(Br)cc1C)Cc1ccccc1	0.5	-9	1.3	-1	nt	12	-0.4	0	0	nt
CCc1cccc(OCCn2ccnc2)c1	nt	-1	nt	1	3	1	-0.1	0	-6	-3
Cc1ccc(Nc2ccc(C(N)=O)cc2[N+](=O)[O-])cc1	nt	5	-1.3	-3	7	6	-2.2	3	-4	-1
CCOc1ccccc1N1CCN(CC(=O)Nc2ncc(C)s2)CC1	-1.6	1	-1.7	-1	21	0	-4.3	7	7	3
Nc1nc(SCC(=O)NCc2ccc(F)cc2)[nH]c(=O)c1NC(=O)c1ccc(Cl)cc1	nt	1	0.0	3	-3	2	-0.2	-11	0	-2
O=C(CN1C(=O)c2ccccc2S1(=O)=O)NC1CCCCCC1	-0.7	-3	1.9	2	-2	-9	0.1	-1	7	3
C[C@@H]1CN([C@@H](C)CO)S(=O)(=O)c2ccc(Br)cc2O[C@H]1CN(C)C(=O)C1CCCCC1	0.8&2.3&2.0	nt	nt	-2	nt	4	i	5	nt	nt
O=C(c1ccccc1)N1CCC(=O)N(C(CO)Cc2ccccc2)CC1 (centres undefined)	0.9	-2	-2.5	2	nt	12	i	-4	-5	nt
c1ccc(Nc2cccc(Nc3ccccc3)c2)cc1	nt	66*	0.4	0	-19	6	-0.2	-8	8	0
CC(=O)NC(CC(=O)NCC(=O)Nc1ccc(F)c(F)c1)c1ccccc1 (centres undefined)	0.1	-1	2.9	0	12	6	0.2	39	7	2
Cc1ccc(NC(=O)CCn2c(=O)c3cccn3c3ccccc32)cc1C	-0.9	-4	-0.5	2	-7	7	-0.3	5	-14	-5
COc1ccc(NC(=O)CSc2nnc3n2CCCCC3)cc1OC	-1.6	nt	nt	1	nt	4	i	-26	nt	nt
O=C(Cn1c(=O)oc2cccnc21)Nc1ccc(C(F)(F)F)cc1	-0.7	-12	2.0	26	-5	-3	i	9	-3	3

Another view of part of the listing above:
Each structure is followed by: Mtb BioA inh | PriA SSB inh | Mtb UGM inh | Mtb FBA inh | VHR inh abs | GDH-TPI inh | Vc quorum ag | MazF activator | Rv3671c inh | 3CLpro inhibitor
> O=C(Cn1c(=O)oc2cccnc21)Nc1ccc(C(F)(F)F)cc1
  -0.7 | -12 | 2.0 | 26 | -5 | -3 | i | 9 | -3 | 3
> C[C@@H]1CN([C@@H](C)CO)S(=O)(=O)c2ccc(Br)cc2O[C@H]1CN(C)C(=O)C1CCCCC1
  0.8&2.3&2.0 | nt | nt | -2 | nt | 4 | i | 5 | nt | nt

The list continues:
SMILES	Mtb BioA inh	PriA SSB inh	Mtb UGM inh	Mtb FBA inh	VHR inh abs	GDH-TPI inh	Vc quorum ag	MazF activator	Rv3671c inh	3CLpro inhibitor
CCOc1ccc(OC(=O)c2cccnc2)cc1	-0.3	-18	3.6	-2	25	5	i	6	-1	-3
Cc1c(OC(C)C(=O)NCc2cccnc2)ccc2c3c(c(=O)oc12)CCCC3 (centres undefined)	17	-9	-1.9	61*	20	7	i	12	1	0
CSc1nsc(SCC(=O)NCc2ccccc2)n1	1.0	-6	3.6	1	25	11	-0.3	4	-1	0
COC(=O)c1sc(-c2ccccc2)cc1NC(C)=O	nt	-12	2.6	3	28	13	i	-3	-3	1
CCc1ccc(C2C3=C(CCCC3=O)OC3=C2C(=O)CCC3)cc1	5.3	-12	0.8	1	1	2	i	6	12	1
CCOC(=O)C1CCCN(Cc2nc(N)nc(Nc3ccc(C)cc3)n2)C1 (centres undefined)	0.9	2	4.6	3	28	8	-0.9	-2	-1	-2
CCCNC(=O)C1(C)CCCN(Cc2csc(-c3ccccc3)n2)C1 (centres undefined)	0.2	nt	nt	-2	nt	11	-0.5	nt	nt	nt
COc1ccc2c(c1)c1nnc(SCC(=O)N3C(C)CCCC3C)nc1n2C (centres undefined)	2.0	-11	-1.3	1	20	19	i	-3	-6	4
CCC(CC)C(=O)N(C)c1c(C)nc2c(OCc3cccc(Cl)c3)cccn12	1.8	nt	nt	-2	nt	0	-0.3	nt	nt	nt
COC(=O)[C@@]12CCCCN1[C@H](c1ccc(-c3ccc(Cl)c(Cl)c3)c(OC)c1)[C@H]1C(=O)N(C)C(=O)[C@H]12	-0.7	20	-1.5	-1	nt	-2	-0.8	-3	3	nt
Cc1ccc(-n2c(Cc3cccn3C)nnc2SCC(=O)NCc2ccc3c(c2)OCO3)cc1	nt	21	nt	5	6	-11	i	-2	-1	7
Cc1ccc(C(=O)C2=C(O)C(=O)N(c3ncccn3)C2c2ccc(Br)cc2)o1 (centres undefined)	nt	-6	5.2	nt	1	nt	nt	7	5	-4
C=CCn1cccc(C(=O)Nc2cc(OC)ccc2OC)c1=O	nt	8	-0.5	-1	9	26	0.4	10	7	0
COc1cccc(C2CC(c3ccc(F)cc3)Nc3nc(N)nn32)c1 (centres undefined)	-1.0	-3	1.2	1	19	-6	-0.2	6	2	-4
O=c1[nH][nH]cc1C=Nc1ccccc1Cl	nt	-9	-0.4	2	17	-4	4.3	-1	2	4
COc1nsnc1NS(=O)(=O)c1ccc(NC(=S)NC(=O)c2ccncc2)cc1	nt	-4	-1.6	2	-7	9	i	-2	1	-3
O=C(NC1C=CS(=O)(=O)C1)c1sc2ccccc2c1Cl (centres undefined)	4.6	-7	-0.6	-3	25	-9	-0.4	8	5	-1
CCOC(=O)c1sc2nc3c(cc2c1N)COC(C)(CC)C3 (centres undefined)	0.1	-14	-0.7	4	34	7	nt	6	-1	-2

Of the compounds above, 8 have a Cl atom.
SMILES	Mtb BioA inh	PriA SSB inh	Mtb UGM inh	Mtb FBA inh	VHR inh abs	GDH-TPI inh	Vc quorum ag	MazF activator	Rv3671c inh	3CLpro inhibitor
S=c1[nH]ncn1NCc1ccc(Cl)cc1Cl	nt	0	1.3	2	4	6	i	-3	4	-5
O=C(Nc1ccc(Br)cn1)c1ccc([N+](=O)[O-])cc1Cl	nt	22	3.3	0	36	3	-0.2	-1	4	1
COCC1CCN(C(=O)c2cc(COc3ccc(F)cc3Cl)on2)C1 (centres undefined)	nt	nt	nt	0	nt	3	i	6	nt	nt
Nc1nc(SCC(=O)NCc2ccc(F)cc2)[nH]c(=O)c1NC(=O)c1ccc(Cl)cc1	nt	1	0.0	3	-3	2	-0.2	-11	0	-2
CCC(CC)C(=O)N(C)c1c(C)nc2c(OCc3cccc(Cl)c3)cccn12	1.8	nt	nt	-2	nt	0	-0.3	nt	nt	nt
COC(=O)[C@@]12CCCCN1[C@H](c1ccc(-c3ccc(Cl)c(Cl)c3)c(OC)c1)[C@H]1C(=O)N(C)C(=O)[C@H]12	-0.7	20	-1.5	-1	nt	-2	-0.8	-3	3	nt
O=c1[nH][nH]cc1C=Nc1ccccc1Cl	nt	-9	-0.4	2	17	-4	4.3	-1	2	4
O=C(NC1C=CS(=O)(=O)C1)c1sc2ccccc2c1Cl (centres undefined)	4.6	-7	-0.6	-3	25	-9	-0.4	8	5	-1

Some of the compounds tested; the hit share may differ from the screen's.
